# Screening data: PubChem, Sanford-Burnham Center for Chemical Genomics
# Jurkat NFkB inh: lowers PMA/ionomycin-induced NF-kB signal in Jurkat cells; PMA/ionomycin-induced NF-kB luciferase reporter, luminescence; inhibition, % at 4 µM; 330,000 compounds, 0.53% hits; AID 435003
# 697 NFkB inh: inhibitors of the PMA/ionomycin-induced NF-kB reporter in 697 B cells; inhibition, % at 4 µM; 330,000 compounds, 0.33% hits; 697 B-cell NF-kB luciferase reporter, 16 h; in the data active means inhibition above about 35%
# SENP8 block: blocks the human protease SENP8 | Q96LD8 | purified SENP8, Z-RLRGG-aminoluciferin cleavage, luminescence | inhibition, % at 10 µM | 330,000 compounds, 1.2% hits | AID 2540
# Target sequence (Q96LD8 whole entry, looked up): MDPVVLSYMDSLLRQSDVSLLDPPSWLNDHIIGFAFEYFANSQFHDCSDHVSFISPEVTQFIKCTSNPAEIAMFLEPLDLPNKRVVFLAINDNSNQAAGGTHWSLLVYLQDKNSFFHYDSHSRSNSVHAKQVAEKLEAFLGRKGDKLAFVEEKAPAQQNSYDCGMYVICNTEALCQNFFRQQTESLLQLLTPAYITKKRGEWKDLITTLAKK
# SENP7 block: blocks the human protease SENP7. 330,000 compounds, 1.5% hits. recombinant SENP7, Z-RLRGG-aminoluciferin luminescence, 40 min. Q9BQF6. inhibition, % at 5 µM;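 active means inhibition above about 50% at the single test dose, limit read from the data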;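 further: plate controls were DMSO with enzyme for no effect and no enzyme buffer wells for full effect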
# Target sequence (Q9BQF6 706-1050 limits assumed): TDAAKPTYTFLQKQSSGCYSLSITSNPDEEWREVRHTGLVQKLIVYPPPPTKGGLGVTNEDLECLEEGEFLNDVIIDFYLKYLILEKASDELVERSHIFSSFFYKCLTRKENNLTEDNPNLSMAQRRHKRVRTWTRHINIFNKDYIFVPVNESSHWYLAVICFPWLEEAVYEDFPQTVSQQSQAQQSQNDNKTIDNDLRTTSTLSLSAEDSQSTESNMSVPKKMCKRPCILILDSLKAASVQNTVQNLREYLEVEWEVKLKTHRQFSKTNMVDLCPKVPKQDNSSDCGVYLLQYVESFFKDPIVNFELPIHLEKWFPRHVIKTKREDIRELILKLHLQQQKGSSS
# UBC13 inh: blocks human UBC13 polyubiquitin chain formation. inhibition, % at 20 µM. 330,000 compounds, 0.47% hits. P61088. TR-FRET; in the data active means inhibition above about 45%, passing the limit was not always enough; inconclusive means no clear call, values can overlap the other calls
# Target sequence (P61088 whole entry, looked up): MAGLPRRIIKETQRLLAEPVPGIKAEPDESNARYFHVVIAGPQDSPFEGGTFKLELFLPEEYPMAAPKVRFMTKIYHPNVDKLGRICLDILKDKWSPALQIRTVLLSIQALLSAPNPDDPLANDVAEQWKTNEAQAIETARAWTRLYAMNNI
# Apaf1 inhib: inhibitors of human Apaf-1 apoptosome. reconstituted apoptosome caspase-3 activity, DEVD-Rh110 fluorescence. 330,000 compounds, 0.71% hits. AID 489030. O14727. inhibition, % at 20 µM; active means inhibition of at least 40% at 20 µM;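 further: plate controls were DMSO wells for no effect and DEVD-CHO caspase inhibitor wells for full effect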
#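 Medium: Hepes buffer, pH 7.5 / System: biochemical Apaf-1 apoptosome reconstitution / Measured by: Rh110 fluorescence, excitation 480 nm, emission 540 nm / Times: compound with Apaf-1, dATP, procaspase-3 30 min, then 50 min reaction, room temperature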
# HKDC1 inh: inhibitors of human hexokinase HKDC1 | recombinant HKDC1, G6PDH/diaphorase resazurin coupled fluorescence | inhibition, % at 20 µM | 340,000 compounds, 0.16% hits;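 active means inhibition above about 35% when tested at 20 µM, limit read from the data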;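 further: plate controls were DMSO wells with enzyme for no effect and DMSO wells lacking enzyme for full effect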
#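 Incubation: 90 min at room temperature in dark / Material: recombinant HKDC1 (HK5) hexokinase enzyme, produced in-house / Quantity: enzyme 5 µg/mL final / Compound: one dose of 20 µM, 1% DMSO / Reagent: glucose and ATP substrates / Buffer or medium: Tris pH 8.0 buffer with MgCl2, Tween-20, BSA, BME / Technique: resorufin fluorescence at 613 nm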
# Gli-Sufu block: antagonists of Gli-Sufu signaling; Sufu-KO-LIGHT fibroblasts, Gli luciferase reporter luminescence; inhibition, % at 5 µM; 340,000 compounds, 0.74% hits; AID 588413;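 active means inhibition above about 55%, limit read from the data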;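 further: 0% = DMSO-treated cells and 100% = wells with medium but no cells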
# * hit, by the source's call; ? = inconclusive. Unless noted, no stated cut-off is given here; in the data, active means inhibition above about 50%; inactive means the rest.
SMILES,Jurkat NFkB inh,697 NFkB inh,SENP8 block,SENP7 block,UBC13 inh,Apaf1 inhib,HKDC1 inh,Gli-Sufu block
COc1cccc(C(C(=O)NC2CCCCC2)N(C(=O)c2ccco2)c2ccc(-n3cnnn3)c(C)c2)c1 (stereo not given),-1,4,-6,0,0,15,-2,3
CCOC(=O)C1=C(COC(=O)CNC(=O)c2ccc(C)cc2)NC(=O)NC1C (stereo not given),1,9,-4,4,6,-7,2,4
O=C(O)CCc1ccc(-c2cccs2)n1NC(=O)c1ccco1,8,-23,-3,5,-11,5,-6,3
CC12C(=O)N(c3ccccn3)C(=O)C1C1C=CC2C1 (stereo not given),-3,2,-12,9,-10,-5,-5,43
CCn1c(=O)c2sccc2n(Cc2ccc(C)cc2)c1=O,2,-5,-9,-9,22,-15,-2,12
C[C@H]1CN([C@@H](C)CO)C(=O)c2cccc(NC(=O)Nc3ccc(C(F)(F)F)cc3)c2O[C@@H]1CN(C)S(=O)(=O)c1ccc(Cl)cc1,2,8,-8,-8,24,18,5,7
COc1ccccc1/C=C(/NC(=O)c1ccccc1)C(=O)NCCCn1ccnc1,11,-6,-1,-2,5,-2,3,-12
CC1(C)CC(=O)C=C(NCCO)C1,17,26,-2,-2,11,-12,-3,-7
C=CCN1c2ccccc2[C@]23C[C@@H](C(=O)OC)N(C(=O)CC(C)C)C2=NC(C(=O)OC)=C(C(=O)OC)[C@H]13,12,13,-4,-9,13,17,0,2
COC(=O)C1=C(N)Oc2cc(C)oc(=O)c2C1c1cccnc1 (stereo not given),-5,15,-6,-5,-8,-5,-12,-4
FC(F)(F)c1nc(N2CCCC2)ncc1-c1nnnn1-c1ccc(Cl)cc1,7,-41,-6,1,2,17,2,54
CCOC(=O)c1c(NC(=O)CSc2ccccc2C(=O)O)sc(C)c1C,8,12,0,3,23,-5,6,5
O=C1c2oc3ccccc3c(=O)c2C(c2cccnc2)N1Cc1ccco1 (stereo not given),5,5,0,-6,-7,2,-6,4
COc1ccc(C2=NN(C(=O)COC(=O)c3ccc(S(C)(=O)=O)c([N+](=O)[O-])c3)C(c3ccco3)C2)cc1 (stereo not given),17,-13,3,6,-21,11,20,6
O=S(=O)(Nc1cccnc1)c1ccc(F)cc1,-3,-1,-3,4,-6,-17,-6,0
COc1cc(C2NC(=O)NC(c3ccccc3)=C2C(C)=O)ccc1OCC#N (stereo not given),-2,3,0,1,5,-13,3,-13
O=C(NCc1ccc(Cl)cc1)c1ccc(Cn2cc(C(F)(F)F)ccc2=O)cc1,-10,-26,-8,1,-6,3,-1,2
COC(=O)c1ccccc1S(=O)(=O)N(CCCO)Cc1cc2c(C)ccc(C)c2[nH]c1=O,1,10,-1,-1,12,-13,-9,7
CC(C)c1ccc(NC(=O)C2CC3CCC2C3)cc1 (stereo not given),-150,-132,-2,-1,-2,8,1,-86
COc1ccc2sc3c(=O)[nH]c4ccccc4c3c2c1,3,-42,1,-2,1,-1,6,8
CCC(=O)OCCNc1nc(-c2ccccc2)nc2ccccc12,8,18,-7,-2,-5,10,-4,-2
CC(C)Cc1nnc(NC(=O)CCC(=O)N2CCN(c3ccccc3F)CC2)s1,-13,-13,4,-8,2,9,-2,5
CCOc1ccc(OCCNC(=O)c2oc3ccccc3c2COC)cc1,16,9,13,-3,6,4,1,-2
CCN(CC)S(=O)(=O)c1cc(NC(=O)C(CC(C)C)NC(N)=O)ccc1C (stereo not given),2,11,9,-3,5,8,0,8
Cc1cccc(C)c1NC(=S)NCCSc1ccc(Cl)cc1,4,21,0,4,3,-1,-1,-4
COc1ccc([N+](=O)[O-])cc1NC(=O)Cc1noc2ccccc12,-13,15,1,2,4,-11,2,10
CC1CCCC(NC(=O)CN2CCN(S(=O)(=O)c3cccs3)CC2)C1C (stereo not given),-4,-4,-3,7,10,3,-10,3
COCCOCCn1c(/C=C/c2ccccc2)nc2ccccc21,-81,-73,61*,38,9,5,-12,-80
O=C(NC(=S)Nc1cccc2[nH]ncc12)c1ccccc1,-39,-110,-12,16,4,-8,0,-42
Cc1nnc(SCC(=O)Nc2ncc(S(=O)(=O)c3ccc([N+](=O)[O-])cc3)s2)s1,6,10,-6,-3,-2,-2,2,-5
CCN(CC)S(=O)(=O)c1ccc(NC(=O)c2ccc(OCC3CCCO3)cc2)cc1 (stereo not given),36,-11,-10,9,9,5,5,1
COc1ccc(CCNC(=O)c2noc3c2CCCC3)cc1OC,4,14,1,-3,3,-1,-3,1
Cn1cc(CN(Cc2ccccc2)C[C@@H]2CCC(=O)N2)c(-c2ccccc2F)n1,6,1,4,-4,-1,1,0,-11
Cc1cc(C)n2nc(SCC(=O)NC(=O)NCc3ccco3)nc2n1,-7,11,-3,-2,8,-7,0,-3
CC(=O)N1CCC(N(CCN2CCOCC2)C(=S)Nc2ccc(C)cc2)CC1,-1,6,0,-5,-5,3,-3,-1
Cc1nnsc1-c1onc(C)c1C(=O)O/N=C/c1ccc(Cl)cc1,7,3,-1,-5,4,-15,0,-40
N#Cc1c(F)cccc1N1CCN(Cc2ccc3c(c2)OCO3)CC1,-3,-36,1,-2,7,8,-2,28
COc1cccc(C(=O)OCC(=O)c2ccc(S(=O)(=O)N3CCCCC3)cc2)c1OC,-19,-17,-2,-5,-12,7,-2,4
COc1ccc(NC(=O)/C=C/c2ccccc2)c([N+](=O)[O-])c1,-59,-112,-27,14,-5,5,-7,-80
COCCNC(=O)CN(c1ccc(C)cc1)S(=O)(=O)c1ccccc1,1,9,-5,6,6,-17,-14,1
CCOCCn1[nH]c2ccccc2c1=O,10,12,3,0,4,-3,1,-5
Cc1cccc(C)c1NC(=O)c1ccc(-n2cnnn2)cc1,0,8,5,4,1,2,-4,-15
O=C(Nc1cccnc1)c1ccc(NS(=O)(=O)c2cc([N+](=O)[O-])ccc2Cl)cc1,-2,19,-3,-8,-9,-9,8,2
COc1cccc(N2CCN(c3ccc4nnc(CCC(=O)Nc5cccc(C(C)=O)c5)n4n3)CC2)c1,5,2,5,-2,?,-12,-4,-13
O=C(CN(C(=O)CCC(=O)Nc1nccs1)c1ccc2c(c1)OCO2)NCc1ccc(F)cc1,9,11,6,-1,-1,11,1,23
CCC(=O)c1ccc(N2CCCCCC2)c(F)c1,-27,0,-12,6,18,11,-3,7
CCCN(CCC)C(=O)Cc1coc2ccc3ccccc3c12,4,5,6,0,6,2,2,10
COC(=O)c1cc(OC)c(OC)cc1NC(=O)c1cccc(OC)c1OC,-5,5,1,0,12,4,-11,8
Nn1c(SCc2ccc(F)cc2)nnc1-c1ccccn1,-45,-58,-5,-16,-3,-12,1,-30
CN(C)S(=O)(=O)c1ccc(N2CCCC2)c(C(=O)NNC(=O)c2ccc(Br)cc2)c1,5,15,3,7,2,-2,7,-4
C[N+](C)(CC#Cc1ccccc1)CC(=O)c1ccc(Cl)cc1,2,34,-5,0,1,-3,-5,9
O=C(C[C@@H]1C/C=C\CCC(=O)O[C@H](c2ccccc2)CNC1=O)N[C@H](CO)Cc1ccccc1,-13,-1,-2,-8,-2,12,-5,-7
O=C(Nc1ncc(C(F)(F)F)cc1Cl)c1ccc(S(=O)(=O)N2CCOCC2)cc1,7,5,4,2,20,-3,-2,-9
C=CCOc1c(Br)cc(CNc2ccc3[nH]c(=O)[nH]c3c2)cc1OCC,2,-45,5,-1,-1,3,1,15
COc1ccc(NC(=O)C2CCN(S(=O)(=O)c3ccc(OC)c(OC)c3)CC2)cc1,-5,15,0,-1,2,-16,-4,-3
CCn1c2ccccc2c2cc(NC(=O)CSc3nnc(-c4ccc(OC)c(OC)c4)n3N)ccc21,-9,-10,-2,1,5,-7,7,6
CC(C)(C)c1ccc(OCC(=O)N2CCN(c3ncccn3)CC2)cc1,-8,5,-1,-4,-3,10,1,-4
CC(C)C1=Nc2cccc3cccc(c23)N1,12,-19,-5,15,-12,9,9,-2
Clc1ccc(OCc2nnc(SCCN3CCCCC3)n2Cc2ccco2)cc1,-12,-62,-13,-10,-3,13,3,19
Cc1ccc(CN2CCN(C(=O)C3CCC3)CC2)cc1,-1,7,-7,-13,-17,-2,3,-2

# Another view of three compounds above.
COc1cc(C2NC(=O)NC(c3ccccc3)=C2C(C)=O)ccc1OCC#N (stereo not given)
  Jurkat NFkB inh = -2; 697 NFkB inh = 3; SENP8 block = 0; SENP7 block = 1; UBC13 inh = 5; Apaf1 inhib = -13; HKDC1 inh = 3; Gli-Sufu block = -13

COc1ccccc1/C=C(/NC(=O)c1ccccc1)C(=O)NCCCn1ccnc1
  Jurkat NFkB inh = 11; 697 NFkB inh = -6; SENP8 block = -1; SENP7 block = -2; UBC13 inh = 5; Apaf1 inhib = -2; HKDC1 inh = 3; Gli-Sufu block = -12

CC(=O)N1CCC(N(CCN2CCOCC2)C(=S)Nc2ccc(C)cc2)CC1
  Jurkat NFkB inh = -1; 697 NFkB inh = 6; SENP8 block = 0; SENP7 block = -5; UBC13 inh = -5; Apaf1 inhib = 3; HKDC1 inh = -3; Gli-Sufu block = -1

# Next section.
SMILES,Jurkat NFkB inh,697 NFkB inh,SENP8 block,SENP7 block,UBC13 inh,Apaf1 inhib,HKDC1 inh,Gli-Sufu block
COc1ccc(CNc2nc(-c3cccnc3)nn2C(=O)c2cccs2)cc1,-12,5,-18,7,4,21,0,-13
O=S(=O)(c1cccc2nsnc12)N1CCCCC1,-14,-50,1,-1,-8,2,-4,-15
Oc1c(/C=N/Nc2cccc3cccnc23)ccc2ccccc12,-8,-40,37,15,-6,30,6,-39
COc1ccc(/C(C)=N/NC2=NCCN2)cc1Cl,30,-7,-1,5,14,7,0,8
CN1CCN(CCCN(Cc2ccco2)C(=S)Nc2ccc(Cl)cc2)CC1,-1,-2,0,5,1,-17,2,8
Cc1cccc(OCC(=O)Nc2ccc(N3CCN(C(=O)c4ccco4)CC3)cc2)c1,22,-17,-7,-3,1,-3,-1,25
CCOC(=O)N1CCC(c2cc(=O)n3[nH]cc(C(=O)OC)c3n2)CC1,-14,-13,-9,-3,1,10,-5,-1
CC1CCCN(C(=O)CCc2ccccc2)C1 (stereo not given),-10,-12,-8,2,5,2,-5,-4
O=C(Nc1nc2c(F)cccc2s1)c1ccco1,-70,-149,74*,76*,3,-4,4,-19
COc1cccc(NC(=O)CN(C)C(=O)c2ccc3c(c2)CC(c2ccccc2)OC3=O)c1 (stereo not given),0,-7,-1,9,10,9,3,-8
COC(=O)c1cc(C#N)c(N2CCOCC2)nc1C,-15,13,-1,2,7,6,6,-3
CC(C)(C)c1nc(NC(=O)Nc2ccccc2)sc1Br,-85,-61,-18,-9,-9,25,-3,-31
O=C1CC(c2ccccc2)CN1C(=O)c1ccccc1 (stereo not given),25,13,-2,6,7,-6,3,4
COc1ccc(NC(=S)NC23CN4CN(CN(C4)C2)C3)cc1,3,-19,-7,-4,-5,0,-7,-12
Cn1c(=O)c2c(nc(CN3CCOCC3)n2CCN2CCOCC2)n(C)c1=O,6,5,0,-2,4,-24,2,-6
CCOc1nc(S(=O)(=O)c2ccc(C)cc2)c(Cl)s1,11,5,6,-4,7,1,-4,-28

# In a second layout: entries from further up
# Results follow in this order: Jurkat NFkB inh, 697 NFkB inh, SENP8 block, SENP7 block, UBC13 inh, Apaf1 inhib, HKDC1 inh, Gli-Sufu block
COc1ccc(/C(C)=N/NC2=NCCN2)cc1Cl
    30, -7, -1, 5, 14, 7, 0, 8
CN1CCN(CCCN(Cc2ccco2)C(=S)Nc2ccc(Cl)cc2)CC1
    -1, -2, 0, 5, 1, -17, 2, 8
Cc1cccc(OCC(=O)Nc2ccc(N3CCN(C(=O)c4ccco4)CC3)cc2)c1
    22, -17, -7, -3, 1, -3, -1, 25
CCOC(=O)N1CCC(c2cc(=O)n3[nH]cc(C(=O)OC)c3n2)CC1
    -14, -13, -9, -3, 1, 10, -5, -1
CC1CCCN(C(=O)CCc2ccccc2)C1 (stereo not given)
    -10, -12, -8, 2, 5, 2, -5, -4

# This is a random part of the collection, and some 3.6% of all compounds hit somewhere here.
